PV pol inh – poliovirus RNA polymerase inhibition | poliovirus polymerase elongation, fluorescence polarization; stronger effect = lower value | % elongation, % (compound at 16.7 µg/mL) | actives 0.66% (n = 150,000) | AID 588519; in the data active means % elongation below about 90%; further: some results filed as inactive read as strong as hits
Target sequence (P03300 1749-2209 limits assumed): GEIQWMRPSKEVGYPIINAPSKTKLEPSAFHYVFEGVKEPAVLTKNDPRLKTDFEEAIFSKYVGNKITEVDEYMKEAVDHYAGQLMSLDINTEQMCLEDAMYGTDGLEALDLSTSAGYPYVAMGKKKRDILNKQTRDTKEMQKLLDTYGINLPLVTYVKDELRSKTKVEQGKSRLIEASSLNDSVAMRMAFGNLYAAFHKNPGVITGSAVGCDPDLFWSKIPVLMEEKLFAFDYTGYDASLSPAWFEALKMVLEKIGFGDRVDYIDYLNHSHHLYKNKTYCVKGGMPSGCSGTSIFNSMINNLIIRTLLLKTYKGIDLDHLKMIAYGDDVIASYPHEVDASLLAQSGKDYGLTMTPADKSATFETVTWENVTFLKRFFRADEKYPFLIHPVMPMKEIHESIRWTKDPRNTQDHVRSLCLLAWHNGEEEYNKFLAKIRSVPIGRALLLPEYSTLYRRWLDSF
PV pol inh FP z-score – further read-out of PV pol inh, marked with its call; z-score; measured here: FP z-score; hits read low
* = called active by the depositor.

1. CCN(CC)S(=O)(=O)c1ccc(Sc2nncs2)nc1
2. O=C(c1cccc(Oc2ccccc2)c1)N1CCN(C2CCS(=O)(=O)C2)CC1 (stereo not given)
3. CCC1(CCc2ccncc2)C(=O)NC(=O)NC1=O
4. CCCNC(=O)Cn1nc(-c2ccc(C)c(C)c2)c2cnc3ccc(F)cc3c21
5. COc1cc(NC(=O)CN2C(=O)COc3cc(S(=O)(=O)N4CCOCC4)ccc32)cc(OC)c1
compound no.,1,2,3,4,5
PV pol inh,102.0,103.0,101.0,103.0,105.0
PV pol inh FP z-score,-0.3,0.1,-0.1,-0.7,0.5

6. CCOC(=O)c1cc(S(=O)(=O)Nc2cc(C)c(Cl)cc2OC)[nH]n1
7. COc1ccccc1N1CCN(C(=O)c2cnn(-c3ccc(Cl)cc3)c2C)CC1
8. Cn1c(=O)n(C)c2cc(/C=C3/SC(=O)N(Cc4ccc(Cl)cc4)C3=O)ccc21
9. COc1cc(C(=O)COC(=O)CSc2nc3ccccc3o2)ccc1OC(F)F
10. CC(C)N(C(=S)Nc1cccc(C(F)(F)F)c1)C(C)c1ccccn1 (stereo not given)
compound no.,6,7,8,9,10
PV pol inh,108.0,103.0,105.0,109.0,99.0
PV pol inh FP z-score,0.2,0,0.7,0.9,-1.4

11. CCC(=O)N1C(C(=O)NCc2ccccc2F)CSC12CCN(C)CC2 (stereo not given)
12. Cc1ccc(-n2c(-c3cccc(C)c3)nc3c(cnn3-c3ccccc3)c2=O)cc1
13. O=C(OCC(=O)c1ccc[nH]1)c1ccc(CN2CCCC2=O)cc1
14. Cn1ncc(Br)c1C(=O)NN
15. COC(=O)c1ccccc1NC(=O)c1oc2ccc3c(c2c1C)C(=O)CC(C)(C)O3
compound no.,11,12,13,14,15
PV pol inh,102.0,102.0,106.0,107.0,107.0
PV pol inh FP z-score,0,-0.4,0.5,0.5,0

16. O=C(O)COc1ccccc1C1Nc2ccccc2-c2nnc(SCc3ccc(Cl)cc3)nc2O1 (stereo not given)
17. O=C(CSc1nc2ccccc2[nH]1)Nc1cccc(Oc2ccccc2)c1
18. CC(=O)N1CCC(N(Cc2ccco2)C(=O)Nc2ccc(C)c(Cl)c2)CC1
19. Cn1c(=O)oc2cc(S(=O)(=O)N3CCCCC3)ccc21
20. CCc1nn2c(=O)cc(COC(=O)COc3ccc(OC)cc3)nc2s1
compound no.,16,17,18,19,20
PV pol inh,104.0,106.0,105.0,104.0,99.0
PV pol inh FP z-score,-0.3,2.1,-0.7,0.8,-1.3

21. O=S(=O)(Nc1cc(Sc2ncn[nH]2)c(O)c2ccccc12)c1cccs1
22. COc1ccc2c(c1)c(CC(=O)Nc1cccc(F)c1C)c(C)n2C(=O)c1ccc(Cl)cc1
23. CCc1ccc(C(=O)c2cn(CC(=O)Nc3cccc(OC)c3)c3cc4c(cc3c2=O)OCO4)cc1
24. COc1ccccc1N1CCN(C(=S)c2ccccc2OC(F)(F)F)CC1
25. Cc1ccc(C(=O)Nc2ccc(Br)cc2)cc1S(=O)(=O)N1CCOCC1
compound no.,21,22,23,24,25
PV pol inh,103.0,107.0,108.0,100.0,101.0
PV pol inh FP z-score,0.6,0.6,0.4,-0.4,-0.7

14 of these compounds in a different format.
item	SMILES	PV pol inh	PV pol inh FP z-score
12	Cc1ccc(-n2c(-c3cccc(C)c3)nc3c(cnn3-c3ccccc3)c2=O)cc1	102.0	-0.4
13	O=C(OCC(=O)c1ccc[nH]1)c1ccc(CN2CCCC2=O)cc1	106.0	0.5
14	Cn1ncc(Br)c1C(=O)NN	107.0	0.5
15	COC(=O)c1ccccc1NC(=O)c1oc2ccc3c(c2c1C)C(=O)CC(C)(C)O3	107.0	0
16	O=C(O)COc1ccccc1C1Nc2ccccc2-c2nnc(SCc3ccc(Cl)cc3)nc2O1 (stereo not given)	104.0	-0.3
17	O=C(CSc1nc2ccccc2[nH]1)Nc1cccc(Oc2ccccc2)c1	106.0	2.1
18	CC(=O)N1CCC(N(Cc2ccco2)C(=O)Nc2ccc(C)c(Cl)c2)CC1	105.0	-0.7
19	Cn1c(=O)oc2cc(S(=O)(=O)N3CCCCC3)ccc21	104.0	0.8
20	CCc1nn2c(=O)cc(COC(=O)COc3ccc(OC)cc3)nc2s1	99.0	-1.3
21	O=S(=O)(Nc1cc(Sc2ncn[nH]2)c(O)c2ccccc12)c1cccs1	103.0	0.6
22	COc1ccc2c(c1)c(CC(=O)Nc1cccc(F)c1C)c(C)n2C(=O)c1ccc(Cl)cc1	107.0	0.6
23	CCc1ccc(C(=O)c2cn(CC(=O)Nc3cccc(OC)c3)c3cc4c(cc3c2=O)OCO4)cc1	108.0	0.4
24	COc1ccccc1N1CCN(C(=S)c2ccccc2OC(F)(F)F)CC1	100.0	-0.4
25	Cc1ccc(C(=O)Nc2ccc(Br)cc2)cc1S(=O)(=O)N1CCOCC1	101.0	-0.7

Further compounds follow:
26. CC1CCCC(C)N1C(=O)COC(=O)c1ccc(NS(=O)(=O)c2ccc3c(c2)OCCO3)cc1 (stereo not given)
27. CCN(CC)C(=O)Oc1ccnc2cc(Cl)ccc12
28. Cc1ccc(-c2nc3ccc(Cl)cn3c2Nc2ccccc2C)s1
29. O=S(=O)(c1ccc(NCCOc2ccccc2)nc1)N1CCCC1
30. COc1cccc(NC(=O)Cn2c(=O)n(Cc3ccc(C(=O)NCc4ccc5c(c4)OCO5)cc3)c(=O)c3ccccc32)c1
compound no.,26,27,28,29,30
PV pol inh,99.0,103.0,111.0,107.0,109.0
PV pol inh FP z-score,-0.3,0.2,0.7,1,0.9

31. Cc1nc(/N=C(/N)NC(=O)c2ccccc2)nc2ccccc12
32. O=C(Cn1ncc2ccccc21)N1CCc2ccccc2C1
33. C=CCn1c(-c2nonc2NC(=O)c2ccccc2Cl)nc2ccccc21
34. C=CCn1c(SCC(=O)N2CCN(c3ccc(F)cc3)CC2)nnc1-c1ccco1
35. Cn1c(SCC(=O)OCC(=O)c2ccc(Br)cc2)nc2c1c(=O)[nH]c(=O)n2C
compound no.,31,32,33,34,35
PV pol inh,103.0,104.0,105.0,100.0,110.0
PV pol inh FP z-score,0.4,0.5,1.7,-0.6,0.5

36. O=C(COc1ccccc1Br)Nn1c(=S)[nH]c2ccccc2c1=O
37. N=C(N)N=Nc1ccc(NN=C(N)N)cc1
38. CC1(C)NC(=O)N(CCC#N)C1=O
39. COc1ccc(NC(=O)c2cnc3ccccn3c2=O)cc1
40. COc1ccc(-n2c(N)c(-c3nc4ccccc4s3)c3nc(C#N)c(C#N)nc32)cc1
compound no.,36,37,38,39,40
PV pol inh,105.0,99.0,100.0,100.0,102.0
PV pol inh FP z-score,0.7,-0.1,-0.5,-0.5,0.3

41. Cc1c(C#N)c(N=CN(C)C)c(C(=O)c2ccccc2)n1-c1ccccc1
42. COc1ccc(CNc2nc3ccccc3n2C)cc1OC
43. O=C(CSc1nc2ccccc2nc1Cc1ccccc1)N1CCN(c2ccccc2)CC1
44. Cc1nn(-c2ccccc2)c2c1C(=O)CC(c1ccco1)C2 (stereo not given)
45. CC(=O)Nc1ccc(NC(=O)CC2Sc3ccccc3NC2=O)cc1 (stereo not given)
compound no.,41,42,43,44,45
PV pol inh,103.0,103.0,105.0,103.0,103.0
PV pol inh FP z-score,0.4,0.1,-0.3,0.1,-0.7

46. CN(C(=O)C1=CC(c2ccc(F)cc2)=NS(=O)(=O)N1C)C1CCCCC1
47. O=C(COc1ccc2ccccc2c1)N1CCNCC1
48. O=C(COc1ccc(Cl)cc1)NCC(c1ccco1)S(=O)(=O)c1ccccc1 (stereo not given)
49. CCOC(=O)c1cc2c(ccn2C)n1CC(=O)N1CCC(Cc2ccccc2)CC1
50. CCc1cccc(NS(=O)(=O)c2ccc3c(c2)CC(C)N3C(C)=O)c1 (stereo not given)
compound no.,46,47,48,49,50
PV pol inh,101.0,92.0,112.0,100.0,102.0
PV pol inh FP z-score,-0.4,-1.3,1.1,-0.7,-0.1

51. NC(=O)c1nnc2c3c(-c4ccccc4)c(-c4ccccc4)nnc3nn2c1N
52. CCN(CC)C(=O)/C=C/c1cn(-c2ccccc2)nc1-c1cccs1
53. COC(CNS(=O)(=O)c1ccc(S(=O)(=O)NCc2ccccc2)cc1)OC
54. CC(C)(CO)NC(=O)COc1ccc(Cl)cc1
55. CC(C)c1ccc(C2NC(=O)NC2=O)cc1 (stereo not given)
compound no.,51,52,53,54,55
PV pol inh,70.0,103.0,104.0,99.0,104.0
PV pol inh FP z-score,-8.2,0.8,0.5,-0.3,0.3

56. CCCCOc1ccc(C(C)NC(=O)CN2C(=O)CSc3ccc(S(=O)(=O)N4CCOCC4)cc32)cc1 (stereo not given)
57. CCc1ccc(/C=C2\NC(=S)N(C3CCCCC3)C2=O)cc1
58. OCC12COC(c3ccccc3)N1C(c1ccccc1)OC2 (stereo not given)
59. O=C(Nc1ccc(C(=O)N2CCOCC2)cc1)Nc1ccc(Cl)cc1Cl
60. CC(=O)NCc1ccc(C(=O)CSc2nnc3n2CCCCC3)s1
compound no.,56,57,58,59,60
PV pol inh,112.0,101.0,100.0,99.0,103.0
PV pol inh FP z-score,0.3,0.1,-0.4,-0.5,0

61. Cc1cc(NCc2ccco2)c2ccccc2n1
62. O=C1NC(=O)c2cc(NC(=O)C3COc4ccccc4O3)ccc21 (stereo not given)
63. COc1ccc(NC(=O)/C(C#N)=C/C=C/c2ccco2)cc1
64. COc1ccc(C(=O)OCC(=O)N(C)C)cc1
65. Cc1ccc(-c2nc(C)c(CCNS(=O)(=O)c3ccccc3F)s2)cc1
66. Cc1ccc(N2C3=C(C(=O)CC(C)(C)C3)C(c3cccs3)C3=C2CC(C)(C)CC3=O)cc1C
compound no.,61,62,63,64,65,66
PV pol inh,99.0,103.0,100.0,105.0,106.0,100.0
PV pol inh FP z-score,-0.3,0.3,-0.3,-0.2,-0.3,-0.3

Screening results: PubChem, ICCB-Longwood Screening Facility, Harvard Medical School

An excerpt; rates above refer to the full screens.
